Assay outcomes (PubChem BioAssay)
Kir21 block: inhibitors of mouse Kir2.1 inward-rectifier potassium channel; HEK293-Kir2.1, FluxOR thallium flux fluorescence; active compounds read low; B-score at 10 µM; 310,000 compounds, 0.85% hits;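 active = fluorescence ratio B-score at or below minus 3 SD of library scores, with starting-brightness B-score within 2 SD, cut at about -4.2 in these data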;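 note: channel flux triggered by added potassium and thallium sulfate stimulus; B-score of peak minus minimum fluorescence over baseline after thallium stimulus; more negative B-score means stronger Kir2.1 block with less thallium influx; some compounds called inactive have numbers as strong as hits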
Target sequence (P35561 whole entry, looked up): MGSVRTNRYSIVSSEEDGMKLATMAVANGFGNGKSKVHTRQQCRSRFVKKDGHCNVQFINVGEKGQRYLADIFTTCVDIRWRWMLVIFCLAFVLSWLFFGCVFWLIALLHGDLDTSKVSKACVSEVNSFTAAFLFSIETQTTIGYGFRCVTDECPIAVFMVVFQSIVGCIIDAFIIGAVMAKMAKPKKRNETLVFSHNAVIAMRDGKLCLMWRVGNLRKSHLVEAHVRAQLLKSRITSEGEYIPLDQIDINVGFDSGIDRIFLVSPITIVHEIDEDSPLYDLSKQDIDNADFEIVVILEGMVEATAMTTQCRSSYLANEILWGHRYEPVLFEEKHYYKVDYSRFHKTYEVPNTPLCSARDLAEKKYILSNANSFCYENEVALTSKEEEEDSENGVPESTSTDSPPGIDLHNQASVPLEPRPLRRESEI
STK33 kinase inh: human STK33 kinase inhibition; Q9BYT3; purified STK33, MBP phosphorylation, ADP-Glo luminescence; inhibition, % at 10 µM; 320,000 compounds, 0.073% hits; AID 2661;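 active = inhibition at or above 25%, using the most active replicate where run in duplicate; inactive = inhibition below 25%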
Target sequence (Q9BYT3 whole entry, looked up): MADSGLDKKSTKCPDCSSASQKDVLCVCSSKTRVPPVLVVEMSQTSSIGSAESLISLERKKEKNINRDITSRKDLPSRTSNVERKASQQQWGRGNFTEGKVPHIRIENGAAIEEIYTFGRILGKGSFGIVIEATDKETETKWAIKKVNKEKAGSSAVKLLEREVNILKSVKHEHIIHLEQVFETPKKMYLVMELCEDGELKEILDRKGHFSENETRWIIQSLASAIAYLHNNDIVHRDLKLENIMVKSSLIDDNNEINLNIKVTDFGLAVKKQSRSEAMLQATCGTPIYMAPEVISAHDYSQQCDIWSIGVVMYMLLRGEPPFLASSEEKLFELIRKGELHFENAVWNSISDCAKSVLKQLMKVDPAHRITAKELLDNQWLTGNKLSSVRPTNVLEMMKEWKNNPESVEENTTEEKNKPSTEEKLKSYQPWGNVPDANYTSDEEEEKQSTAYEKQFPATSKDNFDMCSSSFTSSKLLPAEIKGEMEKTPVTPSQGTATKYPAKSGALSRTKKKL
An asterisk follows results filed as active; . = no result given.

The first 2 entries, to show the layout:
No.	Structure	Kir21 block	STK33 kinase inh
1	COc1cc(Cc2nccc3cc(OC)c(OC)cc23)c(S(=O)(=O)O)cc1OC	0.07	-1.0
2	CC1CC(C)CN(CCCNC(=O)C2CCCN(c3ncnc4c3nc3n4CCCCC3)C2)C1 (stereo not given)	-1.45	-0.9

Main list, repeating the preview:
No.	Structure	Kir21 block	STK33 kinase inh
1	COc1cc(Cc2nccc3cc(OC)c(OC)cc23)c(S(=O)(=O)O)cc1OC	0.07	-1.0
2	CC1CC(C)CN(CCCNC(=O)C2CCCN(c3ncnc4c3nc3n4CCCCC3)C2)C1 (stereo not given)	-1.45	-0.9
3	O=C(c1cccc(N2C(=O)C3C4C=CC(C4)C3C2=O)c1)N1CCN(c2ccccc2F)CC1 (stereo not given)	0.03	-3.0
4	O=c1cc(CO)oc(CN2CCCC2)c1O	0.52	0.2
5	CC(C)(C)NC(=O)CCN(/N=C/c1ccc([N+](=O)[O-])o1)C1=NS(=O)(=O)c2ccccc21	.	1.2
6	CCCCCSc1nc2c(cnn2-c2ccc(F)cc2)c(=O)[nH]1	-0.48	-0.1
7	O=C(Nc1cccc(S(=O)(=O)NC2=NCCCCC2)c1)c1cc(-c2ccccc2Cl)nc2ccccc12	-0.31	-1.0
8	C/C=C/c1ccc(OCC(=O)Nc2cc(OC)c(OC)c(OC)c2)c(OC)c1	0.44	-0.2

Reformatted screen by screen: entries from further up.
3	O=C(c1cccc(N2C(=O)C3C4C=CC(C4)C3C2=O)c1)N1CCN(c2ccccc2F)CC1 (stereo not given)
4	O=c1cc(CO)oc(CN2CCCC2)c1O
5	CC(C)(C)NC(=O)CCN(/N=C/c1ccc([N+](=O)[O-])o1)C1=NS(=O)(=O)c2ccccc21
6	CCCCCSc1nc2c(cnn2-c2ccc(F)cc2)c(=O)[nH]1
entry no. | 3 | 4 | 5 | 6
Kir21 block | 0.03 | 0.52 | . | -0.48
STK33 kinase inh | -3.0 | 0.2 | 1.2 | -0.1

Next part
No.	Structure	Kir21 block	STK33 kinase inh
9	O=C(COC(=O)c1ccc(S(=O)(=O)N2CCOCC2)cc1)Nc1ccccc1F	.	0.3
10	O=C(CNC(=O)c1ccccc1F)NCc1ccccn1	.	-1.6
11	Cc1ccc(NC(=O)CCNS(=O)(=O)c2ccc3[nH]c(=O)oc3c2)cc1N(C)C	-1.2	0.0
12	Cc1cccc(NC(=O)c2ccc3ccccc3n2)c1C	1.47	-0.5
13	Cc1ccc(NC(=O)CSc2nccn2Cc2ccco2)cc1	0.71	0.8
14	Cc1cc(C)c(S(=O)(=O)N2CCCOC2CNC(=O)C(=O)NCc2cccnc2)c(C)c1 (stereo not given)	1.15	-0.2
15	O=C(O)C1C2C=CC(O2)C1C(=O)NCCC1=CCCCC1 (stereo not given)	1.18	-2.5
16	Cc1ccc(C)c(NC(=O)CN(C)C(=O)c2cccc(-n3cccc3)c2)c1	-0.9	-0.2
17	N#Cc1c(C(F)(F)F)cc(-c2ccccc2)nc1SCC(=O)N1CCOCC1	-0.55	-0.8
18	Cc1cc(Cl)nc(Cl)c1C(=O)NCc1ccc(Cl)cc1	0.54	0.7
19	CCOc1cnc(-c2ccc(OC)cc2)o1	0.64	-1.9
20	Cc1ccccc1CS(=O)(=O)c1snnc1C	-0.29	-0.9
21	COc1cc(NC(=O)c2ccc3c(=O)n(Cc4ccco4)c(=S)[nH]c3c2)cc(OC)c1OC	-2.48	-3.8
22	COc1ccc(Cl)cc1C(=O)NNC(=O)c1cc2ccccc2o1	.	-1.3
23	COc1ccc(-c2ccc3c(c2)c(C#Cc2ccsc2)c(-c2cc(OC)cc(OC)c2)n3C)cc1	.	-0.2
24	Cc1cc(C)c(C#N)c(OCC(=O)c2ccccc2)n1	0.36	1.3
25	Cc1ccc(-n2c(SCC(=O)N3CCCC3)nc3c(c2=O)SCC3)cc1	-0.31	-2.2
26	CCOc1cccc(CN2CCC(Oc3ccc(C(=O)NCc4ccccn4)cc3)CC2)c1	-1.14	-0.2
27	Cc1nn(CCC(=O)Nc2cccc(C#N)c2)c(C)c1S(=O)(=O)N1CCCCC1	0.03	1.6
28	CCOc1ccc(CNC(=O)CCSCc2ccccc2F)cc1OC	0.44	-0.2
29	Cc1cc(NC(=O)c2cncc(Br)c2)no1	2	1.2
30	O=C(Nc1ccc2c(c1)OCCO2)c1cccc(Cl)c1Cl	0.66	0.5
31	CN1C(=O)c2cccc(NCCCN3C(=O)c4ccccc4C3=O)c2C1=O	0.01	0.8
32	CC(C)CNC(=S)N1CCN(c2nc(-c3ccc(Cl)cc3)cs2)CC1	-0.06	-2.0
33	Cc1nc2cc(NC(=O)NCCCO)ccc2o1	-1.33	1.1
34	CSc1ccc(Cl)c(C(=O)OCC(=O)N(C)CCC#N)c1	-1.45	0.1
35	O=C(CNC(=S)N(CCCN1CCOCC1)Cc1cccs1)NCc1ccccc1	-1.44	-0.8
36	O=C(Cn1c(=O)n(Cc2ccco2)c(=O)c2c3c(sc21)CCCCC3)c1ccccc1	1.08	4.1
37	Cc1occc1C(=O)Nc1cccc2ccccc12	1.18	-0.4
38	CC1CCCC(NC(=O)c2ccc3c(=O)n(CC4CCCO4)c(=O)[nH]c3c2)C1C (stereo not given)	-0.29	-1.3
39	COc1ccc(NC(=O)COC(=O)Cn2cnc3ccccc32)cc1	.	-0.8
40	Nc1ccc(S(=O)(=O)NC(Cc2ccccc2)C(=O)O)cc1 (stereo not given)	-0.24	-0.3
41	CCOC(=O)c1c(C)[nH]c(C(=O)COC(=O)Cn2cc(C(F)(F)F)ccc2=O)c1C	.	-0.7
42	Cc1cccc(NS(=O)(=O)c2ccc(C(=O)NCCCN3CCCC3=O)cc2)c1C	-3.21	-1.7
43	COc1cc(OC)c(OC)cc1/C=N/N(C)c1ccccc1	-0.01	1.9
44	Cc1cc(C)n(C(=O)CNC(=O)c2cccc(Br)c2)n1	0.93	-0.6
45	c1csc(Cc2nn3c(-c4ccncc4)nnc3s2)c1	1.15	-0.9
46	O=C(Cn1nnc(-c2ccc(Cl)cc2)n1)NCC1CCCCC1	-0.04	-0.7
47	COc1ccc2oc(=O)c(C(=O)N3CCCc4ccccc43)cc2c1	-0.65	-1.5
48	Cc1ccc(S(=O)(=O)N2CCOCC2)cc1C(=O)NCC1CCCCC1	.	-5.4
49	Cc1occc1C(=O)Nc1ccc2c(c1)OCCO2	0.17	6.9
50	CCn1nc(C)c(Oc2ccccc2O)c1C	0.63	-0.6
51	CCOC(=O)CSc1nc(N)c(C#N)c(-c2cccs2)c1C#N	1.41	2.6
52	CCn1c(COc2ccc(C)cc2)nnc1SCC(=O)Nc1ccc2c(c1)OCCO2	-0.08	-0.6
53	CC1(C)CC(N2CCCCC2)=CC(=[N+]2CCCCC2)C1	0.1	-0.6
54	COc1cccc(CN2C(=O)c3ccccc3S2(=O)=O)c1	-0.27	-1.2
55	CCOC(=O)c1[nH]c2ccc(Br)cc2c1NC(=O)CCN1CCC(C(=O)OCC)CC1	0.09	1.0
56	COc1cc2c(cc1OC)C1=C(C#N)CCC(=O)N1CC2	-0.09	0.9
57	CCCSc1ccc2nc(NC(=O)OC)[nH]c2c1	-0.09	-0.3
58	CCc1cc2c(=O)n(CC(C)C)cnc2s1	-0.43	0.3
59	Cn1nccc1C(=O)N/N=C/c1c(O)ccc2ccccc12	-1.2	1.5
60	CCOC(=O)N1CCN(C(=O)/C(=C\c2ccc(SC)cc2)NC(=O)c2ccccc2)CC1	1.32	-1.4
61	COc1ccccc1CN1C[C@@H]2C[C@@H](c3ccc(Cl)cc3)N3CCC[C@@]23C1=O	-1.22	-2.0
62	CCN(CC)CCN1C(=O)C2C(C(=O)Nc3cccc(C)c3)C3C=CC2(O3)C1C(=O)NC1CCCC(C)C1C (stereo not given)	-1.72	-3.9
63	Cc1ccc(S(=O)(=O)N2CCCN(C(=O)c3cc4ccccc4[nH]3)CC2)cc1	-2.94	1.1
64	Cc1ccc(NC(=O)c2oc3ccc(S(=O)(=O)N4CCOCC4)cc3c2C)cc1C	0.3	-0.1

Following part.
No.	Structure	Kir21 block	STK33 kinase inh
65	Cc1ccc(OCC(=O)NNC(=O)c2ccc(-n3cncn3)c([N+](=O)[O-])c2)cc1	0.04	-0.7
66	CCc1ccc(OCc2nnc(-c3ccccc3Br)o2)cc1	.	-1.6
67	O=C(O)CSCCn1cccn1	2.46	-0.8
68	CCCOC(=O)C[N+](C)(C)CCOC1CC2CCC1(C)C2(C)C (stereo not given)	-0.06	-1.2
69	CCN(c1ccccc1)S(=O)(=O)c1cc2c(cc1C)N(C)CCO2	-2.11	-0.6
70	CCOC(=O)C1C(c2cccc(F)c2)NC(=S)NC1(O)C(F)(F)F (stereo not given)	0.76	.
71	CC(C)(C)OC(=O)N1CCC(NC(=O)c2[nH]cnc2C(=O)N[C@@H](Cc2ccccc2)C(=O)OCc2ccccc2)CC1	0.59	-3.9
72	O=C(COC(=O)[C@H](Cc1ccccc1)NC(=O)c1cccs1)Nc1c(Cl)cccc1Cl	0.4	0.8
73	C[C@H](CO)N1C[C@H](C)[C@@H](CN(C)C(=O)Nc2ccc(C(F)(F)F)cc2)Oc2c(NS(=O)(=O)c3cccs3)cccc2C1=O	.	-1.3
74	Cc1nc(Nc2nc(CSc3nc4ccccc4[nH]3)cc(=O)[nH]2)nc2ccccc12	-0.78	1.0
75	COc1cc(-c2nnc3sc(-c4cccs4)nn23)cc(OC)c1OC	0.13	3.2
76	COc1cc(CNc2ccc3[nH]c(=O)[nH]c3c2)cc(Cl)c1OCC(=O)NC(C)(C)C	1.1	-0.9
77	OCc1cn(-c2ccccc2)nc1-c1ccc(-c2nn(-c3ccccc3)cc2CO)cc1	-0.28	-1.5
78	COc1ccc(C(=O)Nc2ccnn2C2CCN(Cc3cccnc3)CC2)cc1	0.42	-1.1
79	CC(C)C(=O)c1cn(CC(=O)NCc2ccc3c(c2)OCO3)c2ccccc12	1.47	1.1
80	Cc1ccc(NC(=O)CN(C)C(=O)CSc2nc(C)cc(C)n2)cc1	-0.23	-1.2
81	O=S(=O)(N1CCOCC1)n1cnc2ccccc21	0.85	-0.1
82	C#CCNc1c(C)c(C)nc2ncnn12	1.45	-0.6
83	CC(C)(C)S(=O)(=O)c1ccccc1-c1noc(-c2ccccc2)c1C(N)=O	-0.65	-2.1
84	O=C(c1cnccn1)N1CCc2ccccc21	-0.11	-2.2
85	NC(=O)C1CCN(C2CC(=O)N(c3cccc(F)c3)C2=O)CC1 (stereo not given)	1.15	0.2
86	CSCCC(NC(=O)c1ccco1)c1nc2ccccc2[nH]1 (stereo not given)	-0.14	-0.5
87	CC1CCCC(C)N1C(=O)c1cc(-c2cccs2)on1 (stereo not given)	0.26	-0.1
88	CCc1ccc(NC(=S)N(CCOC)C2CCN(C(C)=O)CC2)cc1	0.01	2.9
89	CC1=C(C(=O)OCc2ccccc2)C(c2ccc(Br)cc2)NC(=O)N1CCCCCC(=O)O (stereo not given)	0.79	-0.6
90	CC(=O)c1ccc(OCCCC(=O)OCC(=O)N2CCN(c3ccccc3)CC2)cc1	0.55	-3.5
91	CSCCC(NC(=O)c1ccc(Cl)cc1)C(=O)OCC(=O)NCc1ccco1 (stereo not given)	-0.83	-1.4
92	CC(Sc1nnc(C(C)Oc2ccccc2F)o1)C(=O)NCc1ccc2c(c1)OCO2 (stereo not given)	.	0.6
93	C[n+]1ccc(/C=N/Nc2nc(Cl)c(C#N)c(Cl)c2Cl)cc1	1.19	4.0
94	COc1cc(C(=O)N[C@H](C(=O)OCC(=O)NC2CCCCCC2)C(C)C)cc(OC)c1OC	.	-3.6
95	CSc1ncc(CN2CCN(C(C)C)C(CCO)C2)cn1 (stereo not given)	0.52	1.2
96	CN(CCc1ccccc1)Cc1nc(-c2cnccn2)no1	0.01	-2.4
97	NC(=O)c1c(-c2ccccc2)oc2ccc(O)cc12	-1.11	4.0
98	COc1ccccc1NC(=O)CCSc1nc(C)cc(C)n1	0.01	-0.5
99	Cc1ccc(-n2c(SCC(=O)O)nc3sc4c(c3c2=O)C(C)CCC4)cc1 (stereo not given)	1.86	-0.9
100	CC(C)(C)NC(=O)c1cccnc1Sc1ccccc1	1.3	-0.6
101	O=C(O)C1Nc2c(Cl)cc(Cl)c(Cl)c2C2C=CCC12 (stereo not given)	0.47	1.0
102	Cc1nn(C(=O)C2CC2)c(C)c1Sc1ccc(Cl)cc1	0.97	-0.9
103	CN1CC(=O)N2C(c3ccc(Cl)cc3)c3[nH]c4ccccc4c3C[C@H]2C1=O (stereo not given in full)	-0.35	-0.7
104	Cc1nn(C)c(C(=O)Nc2ccn(C34CC5CC(CC(C5)C3)C4)n2)c1[N+](=O)[O-]	1.18	0.1
105	Cc1[nH]n(-c2ccccc2)c(=S)c1C=Nc1ccc([N+](=O)[O-])cc1	.	-0.4
106	N/C(=N\OC(=O)c1cccc2ccccc12)c1ccncc1	-1.38	1.0
107	CC(NCC(O)COc1ccc(S(=O)(=O)N2CCOCC2)cc1)c1ccccc1 (stereo not given)	-0.39	0.5
108	O=C(Nc1c[nH]c(=O)[nH]c1=O)c1ccccc1Br	-0.19	-1.5
109	CN=C1NN=C(c2cc(C)n(-c3ccc(Cl)cc3)c2C)CS1	-0.07	-0.7
110	O=C(NCCc1c[nH]c2ccccc12)C1CCN(S(=O)(=O)c2ccccc2)CC1	1.4	-1.2
111	Cc1ccc(C)n1-c1nnc(N2CCC(C(=O)N3CCN(C)CC3)CC2)s1	-0.17	-0.5
112	Cc1cccc(N(CC(=O)NCc2ccccc2)C(=O)CCC(=O)Nc2nccs2)c1	-0.09	-0.1
113	O=C(CSc1ccccc1)NCc1ccc(F)cc1	-0.5	-1.7
114	COc1ccc2[nH]c3c(c2c1)CCN1C(=O)N([C@@H](C)C(=O)NC2CCCCC2C)C(=O)[C@]31C (stereo not given in full)	-1.44	0.0
